STAT1 activator: increases IFN-gamma driven STAT1 reporter signal | activation (% of control), % at 5.5 µM | 2.6% of 200,000 active | NIH 3T3 STAT1-luciferase reporter, luminescence; 100% = IFN-gamma alone, no compound;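 active = activation above the screen-wide mean activation plus 3 SD, cut at about 130% in these data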;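 note: raw ratio to IFN-gamma control signal so 100% means no change and 0% no light; values of inactives mirror those of a sister screen read the other way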
STAT3 inh: STAT3 signaling inhibition; U3A cells, IL-6 STAT3-luciferase reporter, luminescence; host cell line lacks STAT1; 0.89% of 190,000 active; inhibition, % at 5.5 µM; AID 862;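 active = inhibition above the mean inhibition across all screened compounds plus 3 SD, cut at about 44% in these data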;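 note: 0% = DMSO only wells and 100% = 100 µM nifuroxazide control wells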
STAT1 inh: STAT1 signaling inhibition | inhibition, % at 5.5 µM | NIH 3T3 STAT1-luciferase reporter, IFN-gamma, luminescence | 0.35% of 200,000 active;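 active = inhibition above a set limit, the mean inhibition across all tested compounds plus 3 SD, cut at about 34% in these data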;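 note: 0% = IFN-gamma with DMSO and 100% = IFN-gamma with 300 µM nifuroxazide; values of inactives mirror those of a sister screen read the other way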
APP transl inh: APP translation inhibition | SH-SY5Y APP 5'UTR-luciferase reporter, luminescence | inhibition, % at 2 µM | 0.82% of 190,000 active | AID 1285;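 active = inhibition above a set limit, derived from the sample mean plus 3 SD, cut at about 45% in these data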; note: values of inactives mirror those of a sister screen read the other way
APP 5'UTR act: APP 5'UTR luciferase reporter activation | SH-SY5Y APP 5'UTR luciferase reporter, luminescence; zero percent = DMSO vehicle wells | activation, % at 2 µM | 1% of 190,000 active;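 active = activation above a set limit, based on mean plus 3 SD of controls, cut at about 140% in these data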; note: values of inactives mirror those of a sister screen read the other way
RAM inhibit: inhibitors of the yeast RAM network; S. cerevisiae dse1pr::URA3 reporter, 5-FOA growth OD615, 2 d; analog-sensitive cbk1-as2 kinase mutant strain; inhibition, % at 50 µM; 1.8% of 190,000 active; AID 868;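 active = inhibition above a set limit, 3 SD over mean compound inhibition, cut at about 8.4% in these data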;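 note: 0% = DMSO-only wells with no growth and 100% = 10 µM 1-NA-PP1 full growth; inhibition rescues growth on 5-FOA so higher OD means more RAM inhibition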
STAT3 act: STAT3 signaling activation. U3A cells, IL-6 STAT3-luciferase reporter, luminescence; 100% = signal with IL-6 EC80 alone. activation (% of control), % at 5.6 µM. 0.91% of 190,000 active. AID 871;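 active = activation above the screen-wide mean of compound activation plus 3 SD, cut at about 130% in these data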;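 note: 0% = background luminescence of wells with medium and substrate only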
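Material: STAT3-luciferase reporter U3A cells; Probe or stimulus: IL-6 (33 ng/mL); Incubation: compound pre-incubation 1 h before IL-6, then 6 h stimulation at 37 °C; Technique: luminescence from STAT3-driven luciferase reporter; Evaluation: % activation versus median of IL-6-stimulated wells; Controls: IL-6-only high control.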
NF-kB neuron act: compounds increasing NF-kB expression in human neuronal cells. NF-kB reporter expression; active compounds read high. fold change at 12.5 µM. 1.6% of 190,000 active; in the data active = fold change above about 3.3
Hsp70 act: transcriptional activators of Hsp70; HeLa Hsp70 promoter luciferase reporter, luminescence; scaled: vehicle 0, proteasome-inhibitor control 100%; activation, % at 10 µM; 0.04% of 200,000 active; AID 1203;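 active = activation above the mean across all tested compounds plus 3 SD, cutoff set per campaign, cut at about 5.5% in these data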;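 note: 100% = MG132 at 30 µM as the positive control and 0% = DMSO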
FLuc inhib CS: inhibits firefly luciferase, flagging false hits in luciferase inhibition screens; inhibition, % at 10 µM; 1.5% of 200,000 active; AID 1006; ATPLite firefly luciferase biochemical luminescence, 10 min; P08659;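 active = inhibition above about 50% when tested at 10 µM, limit read from the data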
Target sequence (P08659 whole entry, looked up): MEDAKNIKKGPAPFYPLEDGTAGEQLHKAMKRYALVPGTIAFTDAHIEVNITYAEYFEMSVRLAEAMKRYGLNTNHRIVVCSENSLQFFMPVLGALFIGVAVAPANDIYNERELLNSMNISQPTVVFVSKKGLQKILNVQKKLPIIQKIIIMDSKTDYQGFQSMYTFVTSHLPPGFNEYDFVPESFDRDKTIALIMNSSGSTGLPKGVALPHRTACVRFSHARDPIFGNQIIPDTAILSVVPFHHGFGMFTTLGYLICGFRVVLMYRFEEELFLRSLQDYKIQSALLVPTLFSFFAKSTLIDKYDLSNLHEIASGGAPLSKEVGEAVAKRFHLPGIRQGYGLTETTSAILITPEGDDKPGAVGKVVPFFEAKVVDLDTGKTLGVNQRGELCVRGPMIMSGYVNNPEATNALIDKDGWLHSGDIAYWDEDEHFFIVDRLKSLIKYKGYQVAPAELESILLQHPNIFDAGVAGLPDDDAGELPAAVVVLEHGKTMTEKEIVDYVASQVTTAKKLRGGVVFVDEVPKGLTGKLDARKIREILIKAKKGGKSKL
* = called active by the depositor; · = no result given.

Values run as follows: STAT1 activator | STAT3 inh | STAT1 inh | APP transl inh | APP 5'UTR act | RAM inhibit | STAT3 act | NF-kB neuron act | Hsp70 act | FLuc inhib CS
1. CC(C)CCOP(=O)(c1ccccc1)c1ccccc1
 : 97 | -3 | 4 | 9 | -9 | 0.1 | 103 | 1.1 | -0.4 | -6
2. Cc1cc(OCc2nn[nH]n2)c2c(C)c(Cc3ccccc3)c(=O)oc2c1
 : 109 | -1 | -10 | 11 | -11 | 2.6 | 106 | 0.92 | -0.4 | -7
3. CC(=O)CCc1c(C)nc2ccc(C)cc2c1Cl
 : 123 | 8 | -27 | -24 | 24 | 0.9 | 94 | 1.5 | -0.2 | -4
4. Clc1ccc(CNCc2cccs2)c(Cl)c1
 : 99 | 8 | 1 | 12 | -12 | 2.0 | 93 | 0.99 | -0.2 | -2
5. CNC(=O)N(O)C1N(NC(=O)Nc2cccc3ccccc23)C(=S)SC1(C)C (stereo not drawn)
 : 96 | -1 | 4 | -2 | 2 | 4.1 | 102 | 0.91 | -0.3 | 2
6. CCc1nnc(NC(=O)Nc2ccccc2OC)s1
 : 120 | 12 | -22 | -53 | 53 | 1.1 | 94 | 1.9 | 0.3 | -3
7. O=[N+]([O-])c1cccc(S(=O)(=O)N2CCCCCC2)c1
 : 97 | -4 | 3 | -8 | 8 | 0.2 | 102 | 0.91 | 0.1 | -6
8. CCc1nnc(SCCSc2nnc(CC)n2N)n1N
 : 92 | 8 | 9 | 2 | -2 | 0.7 | 96 | 1.1 | 0.0 | -5
9. Cc1ccc(-c2csc(N(CCCN(C)C)C(=O)c3ccco3)n2)cc1
 : 106 | 3 | -9 | -17 | 17 | -0.5 | 100 | 1.4 | 0.0 | -5
10. COC(=O)c1[nH]c2ccc(Cl)cc2c1NC(=O)C1CC1
 : 100 | 12 | 0 | -10 | 10 | 1.8 | 94 | 1 | -0.5 | -6
11. C=CCn1c(SCc2nc3ccccc3[nH]2)nnc1-c1cccc(OC)c1
 : 89 | 17 | 13 | 1 | -1 | -0.4 | 89 | 0.48 | -0.2 | -2
12. Cc1ccc(C(=O)NCCc2nnc3ccc(SCC(=O)Nc4ccccc4C)nn23)cc1
 : 102 | 5 | -2 | 3 | -3 | 0.2 | 98 | 0.76 | -0.3 | 0
13. CCc1nnc(NC(=O)CN2C(=O)CCC2=O)s1
 : 88 | 2 | 14 | 2 | -3 | 0.3 | 100 | 1.2 | -0.4 | -7
14. COc1ccccc1N(C(=O)Cn1nnc2ccccc21)C(C(=O)NCc1ccco1)c1ccc(C)o1 (stereo not drawn)
 : 96 | 0 | 4 | -19 | 19 | 0.8 | 106 | 1.2 | -0.3 | -2
15. O=C(CSc1nnc(-c2cccs2)n1-c1ccccc1)NCc1ccco1
 : 98 | 4 | 3 | -11 | 11 | 7.0 | 101 | 1.2 | -0.2 | -7

Values by screen from the list:
STAT3 act for entries 3–12 → 94, 93, 102, 94, 102, 96, 100, 94, 89, 98
APP transl inh for entries 3–12 → -24, 12, -2, -53, -8, 2, -17, -10, 1, 3

Next section:
Values run as follows: STAT1 activator | STAT3 inh | STAT1 inh | APP transl inh | APP 5'UTR act | RAM inhibit | STAT3 act | NF-kB neuron act | Hsp70 act | FLuc inhib CS
16. COC(=O)c1ccc(OC(=O)C2CC(=O)N(c3ccc(C)cc3C)C2)cc1 (stereo not drawn)
 : 98 | 10 | 2 | -13 | 13 | 4.8 | 96 | 1 | -0.4 | -5
17. Cc1cc(C)nc(NS(=O)(=O)c2ccc(NC(=O)Cc3ccccc3)cc2)n1
 : 107 | -8 | -11 | -1 | 1 | -0.2 | 111 | 0.92 | 0.4 | -1
18. CCOc1ccc(C(O)Cc2nc3ccccc3n2C)cc1 (stereo not drawn)
 : 116 | 16 | -22 | -18 | 18 | -0.1 | 90 | 1.3 | 0.2 | -5
19. O=C(Nc1cccc(O)c1)c1ccc(C(F)(F)F)cc1
 : 104 | 42 | -5 | -91 | 91 | 1.6 | 68 | 3.7* | 0.1 | 57*
20. Cc1cccc(C(=O)Nc2nnc(-c3ccc(C(C)(C)C)cc3)s2)c1
 : 104 | 4 | -5 | -6 | 5 | 5.6 | 103 | 1.4 | 0.0 | 7
21. O=C1CSC(=O)N1CCOCCN1C(=O)CSC1=O
 : 89 | 7 | 12 | -14 | 14 | 0.8 | 96 | 0.86 | -0.3 | -1
22. O=C(N/N=C/c1ccc(N2CCOCC2)o1)c1cccc(C(F)(F)F)c1
 : 95 | 12 | 5 | 2 | -2 | 2.3 | 93 | 1.1 | 0.1 | 0
23. Cc1ccc(N/C(SCc2ccccc2C)=C(/C#N)C(=O)NCc2ccco2)cc1C
 : 95 | 8 | 6 | 4 | -4 | 3.0 | 96 | 1.3 | -0.4 | -10
24. COc1ccc(NC(C)=O)cc1NC(C)C(=O)Nc1cccc2ccccc12 (stereo not drawn)
 : 94 | 3 | 6 | -13 | 13 | -0.1 | 98 | 1.2 | -0.2 | -1
25. O=C(COc1cccc(F)c1)N1c2ccccc2Sc2ccccc21
 : 112 | -11 | -12 | -1 | 1 | 15* | 107 | 1 | -0.3 | -4
26. COC(=O)C1=C(C)N(Cc2ccco2)C(=O)/C1=C\c1ccc([N+](=O)[O-])cc1
 : 99 | 19 | -2 | 8 | -8 | 10.0* | 88 | 1.4 | -0.1 | -6
27. CCOc1cc2[nH]c(=S)n(CCN3CCCCC3CC)c(=O)c2cc1OCC (stereo not drawn)
 : 98 | -4 | 2 | 6 | -5 | 2.0 | 107 | 0.61 | -0.2 | -12
28. COc1cc(NC(=O)COn2nnc3ccc(S(C)(=O)=O)cc32)cc(OC)c1
 : 102 | 6 | -2 | 2 | -2 | 1.5 | 100 | 0.97 | -0.3 | -1
29. COc1ccc(CCN=C(N)NS(=O)(=O)c2cccs2)cc1OC
 : 105 | 4 | -8 | -16 | 16 | 4.8 | 101 | 1.1 | 0.1 | -6
30. Cc1[nH]c2c(C)cccc2c(=O)c1Br
 : 99 | 13 | 2 | -11 | 11 | 0.3 | 95 | 1.1 | 0.1 | -9

Some of these compounds in order of molecular weight, smallest number first.
Values run as follows: STAT1 activator | STAT3 inh | STAT1 inh | APP transl inh | APP 5'UTR act | RAM inhibit | STAT3 act | NF-kB neuron act | Hsp70 act | FLuc inhib CS
18. CCOc1ccc(C(O)Cc2nc3ccccc3n2C)cc1 (stereo not drawn)
 : 116 | 16 | -22 | -18 | 18 | -0.1 | 90 | 1.3 | 0.2 | -5
22. O=C(N/N=C/c1ccc(N2CCOCC2)o1)c1cccc(C(F)(F)F)c1
 : 95 | 12 | 5 | 2 | -2 | 2.3 | 93 | 1.1 | 0.1 | 0
26. COC(=O)C1=C(C)N(Cc2ccco2)C(=O)/C1=C\c1ccc([N+](=O)[O-])cc1
 : 99 | 19 | -2 | 8 | -8 | 10.0* | 88 | 1.4 | -0.1 | -6

The list goes on:
Values run as follows: STAT1 activator | STAT3 inh | STAT1 inh | APP transl inh | APP 5'UTR act | RAM inhibit | STAT3 act | NF-kB neuron act | Hsp70 act | FLuc inhib CS
31. COc1ccccc1OCC(=O)Nc1ccc(-c2nnc(-c3ccco3)o2)cc1
 : 120 | -4 | -21 | -26 | 26 | 12* | 106 | 1.2 | -0.3 | -5
32. COc1ccc(OC)c(S(=O)(=O)Nc2ccc(C(N)=O)cc2)c1
 : 103 | 8 | -2 | 4 | -4 | 2.1 | 96 | 1.2 | 0.6 | -6
33. O=c1[nH][nH]c(C(F)(F)F)c1C=NCc1ccccc1Cl
 : 94 | -2 | 7 | 5 | -5 | 4.4 | 103 | 0.98 | 0.1 | -4
34. CN(C)c1ccc(N/C=C/C(=O)c2ccco2)cc1
 : 71 | 60* | 31 | · | · | -0.1 | 53 | 2.3 | -0.2 | 96*
35. Cc1cc(C)c2cc(CN(CCN3CCCC3)C(=O)Nc3ccc(F)cc3)c(=O)[nH]c2c1
 : 106 | 3 | -7 | -8 | 8 | 0.1 | 102 | 1.5 | -0.4 | 1
36. COc1ccc(CN(CC(=O)NC2CCCC2)C(=O)c2ccc(-c3ccccc3)[nH]2)cc1
 : 101 | 6 | -2 | 2 | -2 | 8.8* | 102 | 0.83 | -0.1 | -5
37. O=C(Cn1cnc2c(nnn2-c2ccccc2)c1=O)NCc1ccco1
 : 107 | 10 | -8 | 15 | -15 | 1.1 | 96 | 1.1 | 0.0 | -5
38. Cc1c(C)n(C(=O)CN2CCN(c3ccccn3)CC2)c2ccccc12
 : 89 | 2 | 9 | -4 | 4 | -0.3 | 100 | 1.1 | -0.6 | -8
39. CC(C)c1onc(C(=O)Nc2sc3c(c2C#N)CCC3)c1[N+](=O)[O-]
 : 98 | -1 | 1 | 6 | -6 | 2.4 | 112 | 1.1 | 0.0 | 0
40. Cc1cc(NN)nc2ccc(Cl)cc12
 : 105 | 14 | -7 | 7 | -7 | -0.2 | 97 | 1.4 | -0.1 | -3
41. CCOC(=O)N1CCN(C(=O)CN(c2ccccc2)S(C)(=O)=O)CC1
 : 95 | 11 | 4 | -60 | 60 | -0.5 | 96 | 1.1 | 0.8 | -4
42. Cc1ccc(-c2ccc(/C=N/O)o2)cc1[N+](=O)[O-]
 : 107 | 24 | -10 | -19 | 19 | -0.7 | 87 | 1.8 | 0.0 | 14
43. COCCCNC(=O)CSc1ccsc1[N+](=O)[O-]
 : 102 | 2 | -4 | 1 | -1 | 1.6 | 104 | 1.1 | -0.1 | -2
44. OCCC#Cc1ccc(CN2CCN(C3CCCCC3)C(CCO)C2)cc1 (stereo not drawn)
 : 104 | 4 | -7 | -19 | 19 | 0.5 | 101 | 1.1 | -0.3 | -2
45. CCCCOc1ccccc1NC(=O)c1ccc(=O)[nH]c1
 : 100 | -1 | 0 | -8 | 7 | 1.6 | 104 | 1 | 0.2 | -3
46. Cn1c(CSCc2ccccc2Cl)nnc1SCC(=O)Nc1nccs1
 : 86 | 20 | 15 | 22 | -22 | 4.9 | 86 | 0.94 | -0.2 | -5
47. Nc1ccccc1Oc1ccc2ccccc2c1
 : 113 | -7 | -15 | -12 | 12 | -1.5 | 106 | 1.5 | -0.3 | 3
48. CCCc1cc(=O)[nH]c(SCc2cccc(C)c2)n1
 : 91 | -7 | 10 | -9 | 9 | -0.4 | 103 | 0.92 | -0.3 | -2
49. Cc1[nH]n(-c2ccccc2)c(=O)c1/C=N/Nc1nncc(-c2ccccc2)n1
 : 110 | 22 | -10 | 82* | -82 | -1.6 | 84 | 0.95 | -0.1 | 85*
50. COc1cc(C(=O)OCC(=O)NCc2ccccc2)cc(NC(=O)c2ccco2)c1OC
 : 99 | 11 | 2 | 14 | -14 | 1.3 | 91 | 0.86 | -0.2 | -8
51. CC(NC(=O)COc1ccccc1-c1ccccc1)c1ccccc1 (stereo not drawn)
 : 91 | -9 | 10 | -24 | 24 | 2.4 | 106 | 0.98 | -0.2 | -3
52. COc1ccc(CN2C3CCCC2CC(NC(=O)Nc2cccc(C)c2)C3)cc1 (stereo not drawn)
 : 96 | 11 | 5 | -4 | 4 | -0.6 | 94 | 0.93 | -0.3 | -3
53. Cc1cc(C)c(C#N)c(SCc2nc3ccccc3c(=O)[nH]2)n1
 : 113 | 26 | -14 | -153 | 153* | 0.6 | 82 | 2.5 | 0.2 | 38

Assay outcomes: PubChem, several laboratories
